PME-1 inh: PME-1 inhibitors via competitive probe labeling, primary screen, biochemical, fluorescence polarization, FP-Rh probe, HTS; Protein phosphatase methylesterase 1 (Homo sapiens), Q9Y570; recombinant PME-1; inhibition, % at 5.9 µM; 320,000 compounds, 0.53% hits;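 active = inhibition above the campaign mean of all compounds plus 3 SD, cut at about 26% in these data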;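 also: competitive labeling of PME-1 active site by serine hydrolase directed probe; 0% = PME-1 with DMSO and 100% = wells lacking PME-1 enzyme; inhibitors block probe labeling so polarization falls and inhibition rises; many of its hits are not listed in these tables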
Target sequence (Q9Y570 whole entry, looked up): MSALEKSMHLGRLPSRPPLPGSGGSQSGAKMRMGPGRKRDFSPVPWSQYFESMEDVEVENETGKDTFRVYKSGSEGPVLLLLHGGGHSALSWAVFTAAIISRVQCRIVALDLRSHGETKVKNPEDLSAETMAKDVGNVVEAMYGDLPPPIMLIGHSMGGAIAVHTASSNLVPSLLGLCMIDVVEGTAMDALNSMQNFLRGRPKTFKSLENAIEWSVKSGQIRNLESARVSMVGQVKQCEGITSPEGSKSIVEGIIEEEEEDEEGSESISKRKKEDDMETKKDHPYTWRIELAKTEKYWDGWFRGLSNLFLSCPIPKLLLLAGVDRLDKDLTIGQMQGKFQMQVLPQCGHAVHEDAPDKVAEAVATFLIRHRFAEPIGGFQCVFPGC
VLA-4 inh: inhibition in human VLA-4 binding assay, primary screen, VLA-4 allosteric modulator project, MLPCN library, flow cytometry, VLA-4 expressing cells | ligand binding flow cytometry | inhibition, % (about 7 µM as worked out from the volumes in the protocol) | 330,000 compounds, 0.2% hits | AID 2557, 2010; in the data active = inhibition above about 50%
MEX-5 binding: MEX-5 zinc finger RNA-binding disruptors – biochemical, C. elegans, fluorescence polarization, MLPCN library, primary screen; Zinc finger protein mex-5 (Caenorhabditis elegans), Q9XUB2; MEX-5/FITC-TCR2 RNA binding; active compounds read low; activity score (negative = inhibition of binding), % at 10 µM; 300,000 compounds, 0.38% hits; AID 1832, 2009;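 active = inhibition past about -25% in most replicates, and total fluorescence under double the plate's negative control median, limit read from the data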;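 also: 0% = DMSO and -100% = 5 µM competing unlabeled TCR2 RNA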
BCLXL inh: inhibitors of human Bcl-xL, primary screen, biochemical, fluorescence polarization, HTS | inhibition, % at 10.9 µM | 320,000 compounds, 0.7% hits | GST-Bcl-xL / FITC-Bim BH3 peptide fluorescence polarization;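 active = inhibition above the mean of all tested compounds plus 3 SD, cutoff set per campaign, cut at about 30% in these data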;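 also: 0% = DMSO wells and 100% = unlabeled Bim-BH3 peptide competitor; inhibitors lower millipolarization by displacing the labeled peptide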
Target sequence (Q07817 whole entry, looked up): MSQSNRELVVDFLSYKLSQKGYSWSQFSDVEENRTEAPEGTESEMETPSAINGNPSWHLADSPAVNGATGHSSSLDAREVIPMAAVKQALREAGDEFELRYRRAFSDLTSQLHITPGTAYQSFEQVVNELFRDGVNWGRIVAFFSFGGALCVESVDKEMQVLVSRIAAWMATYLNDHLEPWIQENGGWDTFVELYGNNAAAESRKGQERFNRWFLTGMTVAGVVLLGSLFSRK
Efflux pump inh: inhibitors of Candida efflux pumps in yeast, primary screen, S. cerevisiae, Nile Red, multiplex | S. cerevisiae Candida pump triplex | inhibition, % at 10 µM | 330,000 compounds, 0.44% hits;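 active = plate passing quality check with inhibition over a set limit, or well fluorescence over plate mean plus 4 SD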;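 also: Nile Red retained in pooled yeast measured as flow cytometry median fluorescence; 0% = buffer negative control and 100% = Enniatin B positive control; higher means more Nile Red kept so more efflux inhibition; some compounds called inactive have numbers as strong as hits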
GLD-1 TGE inh: GLD-1/TGE RNA complex disruptors, primary screen, biochemical, fluorescence polarization; 320,000 compounds, 0.44% hits; purified GLD-1 + fluorescein TGE RNA; AID 2280, 2010; inhibition, % at 5.96 µM;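 active = percent inhibition above a per-plate cutoff, the plate mean of test compounds plus 3 SD, cut at about 30% in these data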;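 also: 0% = DMSO wells with GLD-1 and probe and 100% = wells lacking GLD-1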
Target sequence (Q17339 whole entry, looked up): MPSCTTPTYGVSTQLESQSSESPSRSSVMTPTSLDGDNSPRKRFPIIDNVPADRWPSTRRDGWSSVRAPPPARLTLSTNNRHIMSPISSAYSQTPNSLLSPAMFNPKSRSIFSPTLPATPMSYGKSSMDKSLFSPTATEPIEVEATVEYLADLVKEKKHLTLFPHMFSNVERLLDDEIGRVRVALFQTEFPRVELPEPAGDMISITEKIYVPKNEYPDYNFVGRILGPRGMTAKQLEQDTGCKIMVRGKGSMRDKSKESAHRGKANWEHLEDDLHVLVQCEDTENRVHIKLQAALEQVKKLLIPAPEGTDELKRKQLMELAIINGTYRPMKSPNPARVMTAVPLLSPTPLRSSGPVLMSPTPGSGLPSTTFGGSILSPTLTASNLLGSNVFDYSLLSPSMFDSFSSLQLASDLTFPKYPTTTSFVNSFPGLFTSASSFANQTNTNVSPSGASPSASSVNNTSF
MCL1-BIM inh: inhibitors of MCL1 binding to BIM-BH3, primary screen, biochemical, fluorescence polarization; Induced myeloid leukemia cell differentiation protein Mcl-1 (Homo sapiens), Q07820; GST-MCL1 / FITC-Bim-BH3 fluorescence polarization; inhibition, % at 10.9 µM; 320,000 compounds, 0.68% hits;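 active = inhibition above the mean inhibition of all tested compounds plus 3 SD, set per campaign, cut at about 40% in these data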;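 also: 0% = DMSO wells and 100% = unlabeled Bim-BH3 peptide control; higher means more loss of mP so more displacement of Bim peptide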
GRK2 aptamer HTS: compounds blocking aptamer binding on GRK2 – biochemical, human GRK2, bead flow cytometry, HTS, primary screen; Beta-adrenergic receptor kinase 1 (Homo sapiens), P25098; FAM-aptamer displacement from GRK2; inhibition of aptamer binding, % at 10 µM; 330,000 compounds, 0.59% hits;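 active = inhibition of aptamer binding above 40%, roughly 3 SD of noise, on plates passing a quality check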;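 also: median bead fluorescence of bound FAM aptamer so fluorescent compounds give negative values; no value below 0 was filed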
Fam108B counter: mouse Fam108B serine hydrolase inhibitors, primary screen, counter-screen for RBBP9 inhibitor project, biochemical, fluorescence polarization. inhibition, % at 9.51 µM. 300,000 compounds, 0.33% hits. recombinant Fam108B, FP-Rh probe fluorescence polarization;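 active = inhibition above the screen mean inhibition plus 3 SD, computed separately per campaign, cut at about 18% in these data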;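 also: inhibitors lower polarization as less probe binds the enzyme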
An asterisk follows results filed as active; i = inactive; · = not tested or not shown. An excerpt; count on the stated rates, not on these rows.

SMILES | PME-1 inh | VLA-4 inh | MEX-5 binding | BCLXL inh | Efflux pump inh | GLD-1 TGE inh | MCL1-BIM inh | GRK2 aptamer HTS | Fam108B counter
Cc1ccc(CNC(=O)c2cc(S(=O)(=O)N3CCOCC3)cn2C)cc1 | -8 | 2 | 0.4 | 4 | -0.2 | -3 | 1 | 3 | 5
CCOc1ccc(N2CC(NS(=O)(=O)c3cccnc3)CC2=O)cc1 (stereo unspecified) | -1 | -6 | 0.9 | 1 | 0.0 | 2 | -9 | 0 | 0
C=CCC[C@H](Cc1ccc(F)cc1)C(=O)OC[C@H](Cc1c[nH]c2ccccc12)NC(=O)[C@@H](CC=C)CC(=O)N[C@@H](CO)Cc1ccccc1 | · | 11 | · | · | 0.1 | 4 | · | 1 | ·
CC(C)(C)c1ccc(C(=O)NC(=S)NCc2ccco2)cc1 | -1 | 2 | 1.1 | 1 | 1.2 | -4 | 2 | 0 | -7
CCCCN(C(=O)c1ccco1)c1nnc(-c2cc(OC)c(OC)c(OC)c2)s1 | -5 | -2 | 1.8 | 1 | 0.4 | 0 | 0 | 2 | -5
CC(C)(C)NNC(=S)Nc1ccc(S(=O)(=O)N2CCOCC2)cc1 | 4 | 1 | 2.0 | -4 | 0.0 | -6 | 1 | 1 | -2
CC(CN1CCCCC1)NC(=O)c1cc(-c2ccccn2)nc2ccc(Cl)cc12 (stereo unspecified) | 4 | 9 | -5.3 | 6 | 0.2 | 0 | 5 | 0 | -1
CC(C)(C)c1[nH]ncc1[N+](=O)[O-] | -11 | -4 | -2.5 | -5 | 0.0 | 5 | -2 | 2 | 4
O=C(N/N=C/c1ccco1)C1CC1(c1ccccc1)c1ccccc1 (stereo unspecified) | -1 | 8 | -0.4 | 6 | -0.1 | 0 | 10 | 10 | -6
O=C(O)C1Nc2c(O)cc(Cl)c([N+](=O)[O-])c2C2C=CCC12 (stereo unspecified) | 11 | 1 | -60* | 78* | -0.4 | 6 | 101* | 69* | 79*
COc1ccc(N(CC(=O)Nc2ccccc2C(=O)N2CCOCC2)S(=O)(=O)c2ccc(F)cc2)cc1 | 1 | 25 | -0.9 | -1 | -0.2 | 3 | 9 | 2 | 1
CCOC(=O)c1ccc[n+](C(C)C(=O)c2ccc(-c3ccccc3)cc2)c1 (stereo unspecified) | 5 | 8 | -0.9 | 23 | -0.5 | 16 | 27 | 0 | 5
COc1ccc(-c2csc(NC(=O)CCS(=O)(=O)c3ccccc3)n2)c(OC)c1 | 1 | -7 | 2.6 | 1 | 0.0 | 7 | -1 | 0 | -4
C[C@H](CO)N1C[C@H](C)[C@@H](CN(C)S(C)(=O)=O)Oc2c(NC(=O)C3CCCCC3)cccc2C1=O | · | 4 | · | · | -0.2 | 0 | · | 1 | ·
CN(C)/C=C/c1c(C#N)c(=O)ncn1Cc1ccccc1 | 4 | 9 | 3.3 | 1 | 0.0 | 1 | 6 | 1 | 0
O=C(CCS(=O)(=O)c1ccccc1)Nc1nnc(-c2ccco2)o1 | 1 | -5 | 2.8 | 8 | 0.0 | -1 | 13 | 0 | 4
COc1cc(OC)cc(-c2cc3nc(C4CCN(C(=O)OC(C)(C)C)CC4)cc(=O)n3[nH]2)c1 | -10 | -23 | -3.2 | 2 | -0.1 | -7 | 1 | 1 | 10
O=[N+]([O-])c1cc(C(F)(F)F)ccc1NCCc1ccncc1 | 2 | 6 | 1.1 | 4 | 0.0 | 7 | 7 | 1 | 3
CCOC(=O)c1c(S(=O)(=O)NCC(=O)Nc2cccc(C)c2)c(C)n(C)c1C | -6 | -1 | -3.1 | 8 | -0.1 | 3 | 1 | 1 | 4
CCCS(=O)(=O)c1c(S(=O)(=O)CCC)c2c(N)cccn2c1C(=O)c1ccccc1 | -1 | i | -2.5 | 8 | -0.3 | 18 | -5 | 1 | 0

Filtered by structure: those above containing a Cl atom
SMILES | PME-1 inh | VLA-4 inh | MEX-5 binding | BCLXL inh | Efflux pump inh | GLD-1 TGE inh | MCL1-BIM inh | GRK2 aptamer HTS | Fam108B counter
CC(CN1CCCCC1)NC(=O)c1cc(-c2ccccn2)nc2ccc(Cl)cc12 (stereo unspecified) | 4 | 9 | -5.3 | 6 | 0.2 | 0 | 5 | 0 | -1
O=C(O)C1Nc2c(O)cc(Cl)c([N+](=O)[O-])c2C2C=CCC12 (stereo unspecified) | 11 | 1 | -60* | 78* | -0.4 | 6 | 101* | 69* | 79*

(list continues)
SMILES | PME-1 inh | VLA-4 inh | MEX-5 binding | BCLXL inh | Efflux pump inh | GLD-1 TGE inh | MCL1-BIM inh | GRK2 aptamer HTS | Fam108B counter
O=C1CCCc2c1nn(-c1ccccc1)[n+]2[O-] | -4 | 9 | 1.0 | 3 | -0.2 | 4 | 7 | 0 | -5
O=C(O)c1cccc(NC(=O)c2cn(-c3ccccc3)nc2-c2ccc([N+](=O)[O-])cc2)c1 | -1 | 2 | -2.1 | 5 | 0.1 | 4 | 7 | 0 | -5
COc1ccc(OCCOC(=O)CNC(=O)c2ccc(C)cc2)cc1 | -4 | -3 | -4.8 | -11 | 0.1 | 0 | -22 | 0 | -1
CN(Cc1ccccc1)C(=O)c1ccc(NC(=O)C2CCN(C(=O)OC(C)(C)C)CC2)cc1 | · | 6 | · | · | 0.1 | -8 | · | 0 | ·
CC(=O)NC(C)C(=O)OCc1ccc(Cl)cc1Cl (stereo unspecified) | 9 | 16 | -0.4 | 1 | 0.0 | 2 | 10 | 1 | -4
CCOC(=O)c1sc(NC(=O)/C=C/c2cnn(C)c2C)c(C(=O)OC(C)C)c1C | -9 | 3 | -1.2 | 8 | -0.1 | 13 | 4 | 2 | -2
CCOc1cccc(NC(=O)c2ccc(S(=O)(=O)N3CCCC3)cc2)c1 | 4 | 9 | -3.9 | -1 | 0.0 | 8 | 4 | 2 | 1
Cc1cc(F)ccc1S(=O)(=O)N1CCCOC1CNC(=O)C(=O)NCCc1c[nH]c2ccccc12 (stereo unspecified) | 9 | 1 | 0.2 | 5 | 0.3 | -1 | -5 | 5 | 0
Cc1ccc(C2C(C(=O)c3cccs3)=C(O)C(=O)N2c2ccc(S(N)(=O)=O)cc2)cc1 (stereo unspecified) | 1 | 6 | 0.7 | 4 | 0.1 | -2 | -2 | 0 | 2
CCOc1ccc(NC(=O)CN(C)C(=O)CCCn2c(=O)oc3ccccc32)cc1OCC | 5 | -6 | -0.3 | -10 | 0.0 | -3 | -9 | 0 | 0
COc1ccc(S(=O)(=O)N(C)CC(=O)Nc2ccc(C(N)=O)cc2)cc1OC | -1 | -9 | -0.1 | 4 | -0.1 | -3 | 6 | 1 | -4
CCN(CC)S(=O)(=O)c1cccc(-c2nnc(SCC(=O)NC)n2N)c1 | 8 | -5 | 0.8 | -6 | 0.0 | 3 | 5 | 0 | 11
O=C(NC1CCCCC1)C(c1ccncc1)N(C(=O)c1ccco1)c1ccc(F)cc1 (stereo unspecified) | 1 | 14 | -1.9 | 6 | -0.1 | 3 | -1 | 2 | 1
Cc1ccc(N2C(=O)N(CC(=O)Nc3ccccc3C(F)(F)F)C(=O)C2C)cc1 (stereo unspecified) | 6 | 11 | · | 3 | -0.1 | 9 | 2 | 0 | ·
Cc1ccccc1NC(=S)N1CCN(Cc2ccccc2)CC1 | -1 | 0 | -1.1 | 1 | -0.1 | 2 | 2 | 3 | -2
N#Cc1c(NC(=O)C2CC(c3c(F)cccc3Cl)=NO2)sc2c1CCC2 (stereo unspecified) | -2 | 11 | -1.4 | 3 | 0.0 | 5 | 9 | 0 | -1
COc1ccccc1NC(=O)Nc1ccc(CC#N)cc1 | 0 | 6 | -1.3 | 4 | 0.1 | -1 | 7 | 0 | -1
Cc1c(C(=O)C(=O)N2CC=C(c3ccccc3)CC2)c2ccccc2n1C | 5 | -76 | -1.6 | 3 | 2.4 | 6 | 2 | 0 | -3
CCN(CC)c1ccc(NC(=O)c2ccccc2OCC(=O)OC)cc1 | 0 | 7 | -1.1 | 8 | -0.1 | 7 | 5 | 0 | 3
COc1ccc(OC)c(/C=N/NC(=O)C(=O)NCc2cccnc2)c1 | 1 | 1 | 6.3 | 6 | 0.2 | -3 | 11 | 0 | -3
O=C1NCCCC1C(=O)Nc1ccccn1 (stereo unspecified) | -1 | 4 | -1.0 | 7 | 0.1 | 5 | 7 | 0 | 1
CC(=O)N/C(=C/c1ccc2c(c1)OCO2)C(=O)NCc1ccccc1 | 1 | 18 | 0.5 | 2 | 0.0 | 8 | 4 | 1 | 2
CSCCC(NC(=O)c1ccccc1Br)C(=O)NNC(=O)c1ccncc1 (stereo unspecified) | 5 | -9 | · | 2 | 0.0 | -2 | 1 | 0 | ·
Cc1noc(C)c1CSCC(=O)Nc1cc(Cl)ccc1N1CCCCC1 | -2 | 2 | -1.7 | 0 | 0.2 | 2 | 9 | 0 | 1
CCNC(=S)NCc1ccc(F)cc1 | 1 | 3 | -1.6 | 1 | 0.0 | 7 | 2 | 1 | -2
COc1ccccc1-n1nc(C(=O)NCc2ccco2)c2ccccc2c1=O | 6 | 21 | · | 7 | 0.0 | -2 | 9 | 0 | 5
CCC1=C(OC(=O)N(CC)CC)N2C(=O)OC(=NCC3CC3)[C@]2(Cc2ccccc2)[C@H]2C1=CC[C@H]1C(=O)N(C)C(=O)[C@H]12 | 3 | 9 | -0.8 | 2 | 0.0 | 6 | -2 | 0 | -4
CNC(=O)CSc1nnc(COc2ccc([N+](=O)[O-])cc2)n1C | 2 | -3 | 2.8 | 2 | -0.1 | -2 | -11 | 0 | -1
Brc1cc(/C=N/n2cnnc2)oc1Br | -6 | -6 | 1.0 | 8 | -0.3 | 7 | 6 | 0 | 4
COc1ccc(OCCCC(=O)Nc2cc(S(=O)(=O)N3CCCCC3)ccc2OC)cc1 | 8 | 10 | · | -5 | 0.3 | 7 | -14 | 2 | ·
Cc1ccc(NC(=O)CSCC(=O)N2c3ccccc3CCc3ccccc32)cc1 | -2 | -8 | 0.0 | -2 | 0.0 | 7 | -3 | 0 | 1
CCOC(=O)C1=C(C)OC(N)=C(C#N)C1c1cc(C)sc1C (stereo unspecified) | -1 | 9 | 0.0 | 8 | 0.0 | -3 | 8 | 1 | -2
COc1ccc(S(=O)(=O)N(C)C[C@H]2Oc3c(NC(=O)Nc4ccc5c(c4)OCO5)cccc3C(=O)N([C@H](C)CO)C[C@@H]2C)cc1 | · | 6 | · | · | 0.0 | 3 | · | 0 | ·
O=C(CCc1ccccc1)Nc1sc2c(c1C(=O)O)CCCC2 | 3 | -2 | 1.2 | 4 | -0.1 | 1 | 9 | 1 | 0
CC1CC(OCC(O)CN2CCOCC2)CC(C)(C)C1 (stereo unspecified) | 2 | 4 | 3.2 | 2 | -0.2 | -5 | 3 | 0 | 2
C#CCNC(=O)C1=C[C@H](c2ccc(Br)cc2)C[C@H](OCc2ccc(CO)cc2)O1 | 4 | 1 | 1.2 | 1 | 0.1 | 7 | -1 | 0 | -5
